Assay outcomes deposited in PubChem BioAssay by several laboratories.
HePTP inh – inhibitors of human HePTP phosphatase; P35236; recombinant HePTP phosphatase activity, OD absorbance; inhibition, % at 20 µM; 110,000 compounds, 0.64% hits; in the data active = inhibition above about 50%;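 also: plate controls were vehicle for no effect and reference inhibitor for full effect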
Target sequence (P35236 whole entry, looked up): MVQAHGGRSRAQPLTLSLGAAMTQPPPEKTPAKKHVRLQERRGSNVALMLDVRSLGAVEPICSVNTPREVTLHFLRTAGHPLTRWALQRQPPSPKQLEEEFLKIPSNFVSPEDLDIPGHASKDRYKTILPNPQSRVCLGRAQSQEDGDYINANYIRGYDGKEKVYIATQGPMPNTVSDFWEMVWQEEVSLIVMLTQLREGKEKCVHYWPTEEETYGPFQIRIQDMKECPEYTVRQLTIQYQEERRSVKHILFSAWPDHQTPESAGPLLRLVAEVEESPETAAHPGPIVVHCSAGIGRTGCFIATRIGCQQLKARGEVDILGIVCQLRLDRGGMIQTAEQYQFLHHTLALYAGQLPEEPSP
BAP1 inh – inhibitors of human BAP1 deubiquitinase | recombinant BAP1, Ub-AMC hydrolysis fluorescence kinetic; active compounds read low | Q92560 | activity remaining (% of control), % at 20 µM | 72,000 compounds, 0.48% hits;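 active = activity remaining at or below 50% of control, provided the compound also passes the data quality filters; inactive = the rest, including low values that fail the filters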;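 also: 100% = DMSO wells rate and 0% = substrate alone blank rate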
Active calls of the source: *; . = no result given.

SMILES	HePTP inh	BAP1 inh
CCCCN(C)C(=O)C1CCN(CCCc2ccccc2)CC1	3	85
COc1ccc(S(=O)(=O)NCC(C)C)cc1Br	-10	.
CC1=C(C)CC2C(=O)N(c3cccc(C(F)(F)F)c3)C(=O)C2C1 (centres undefined)	0	.
CCOC(=O)c1cnc2c(C#N)c(C)nn2c1-c1ccccc1	-2	95
O=S(=O)(Nc1nc2ccccc2s1)c1cccc2cccnc12	6	64
O=C(Cn1ncc2c(=O)oc3ccccc3c21)NCCCN1CCCC1=O	5	93
O=c1c2ccccc2nc(-c2ccccc2)n1Cc1ccco1	3	94
Cc1ccc2c(c1)[nH]c1c(N3CCN(Cc4ccccc4)CC3)ncnc12	1	.
O=C(Nc1nc(-c2ccccc2)c(-c2ccccc2)s1)c1ccc(S(=O)(=O)N2CCCC2)cc1	5	.
O=S(=O)(c1ccccc1F)N(Cc1ccco1)Cc1nnc(-c2ccccc2Br)o1	7	61
CC(O)C(=O)N/N=C/c1ccc(F)cc1 (centres undefined)	7	.
CC(C)CCN(C(=O)CNC(=O)c1ccco1)C(C(=O)NC1CCCCC1)c1ccco1 (centres undefined)	6	105
COc1ccccc1-c1nnc(SCC(=O)N2CCC(C)CC2)o1	1	98
O=C1C2ON(c3ccccc3)C(c3cccnc3)C2C(=O)N1Cc1ccccc1 (centres undefined)	4	80
O=C(Cn1c(=O)n(Cc2ccco2)c(=O)c2ccccc21)Nc1cccc(Cl)c1	8	66
CSc1nccn1CC(=O)Nc1ccccc1	-4	.
C=CCOCCN(CCOCC=C)C1=NS(=O)(=O)c2cc([N+](=O)[O-])ccc21	2	.
CC(=O)Oc1ccc(-c2cccc(C(=O)NC(C)(C)C)c2)cc1	8	.
CCOc1ccc(N2CC(C(=O)NCCC3=CCCCC3)CC2=O)cc1 (centres undefined)	6	97
O=C(CCn1nc(-c2ccc(Cl)cc2)ccc1=O)NCCCN1CCCCCC1	5	112
O=C(Oc1c(C(=O)c2ccccc2)sc2ccccc12)c1ccccc1	.	69
COc1ccc(C(=O)N2CCN(Cc3ccc(Br)cc3)CC2)cc1OC	4	.
CCOc1ccc2c(c1)/C(=C1/SC(C(C)=O)=C(c3ccccc3)S1)C(=S)C(C)(C)N2	3	.
Cc1ccc(C)n1CCN1CCN(C(=O)CSc2nc3ccccc3nc2N2CCOCC2)CC1	6	106
COC(=O)CN(c1cccc(Cl)c1)S(=O)(=O)c1ccccc1	7	.
O=C1CCC(=O)c2oc3ccccc3c2N1	-8	.
O=C(CC1NCCNC1=O)OCCCc1ccccc1 (centres undefined)	0	91
CN(C)C(=O)CSc1nc(SCC(=O)N(C)C)n(-c2ccccc2)n1	6	86
CC1=C(C(=O)Nc2ccccc2)C(c2ccncc2)C(C#N)=C(SCC(=O)NC2CC2)N1 (centres undefined)	9	86
Oc1ccc(-c2nc3ncccn3c2Nc2ccc3c(c2)OCO3)cc1	45	116
CCOc1ccc(C2(C)C(=O)N(CN3CCOCC3)C(=O)N2CN2CCOCC2)cc1 (centres undefined)	8	.
CC1(C)CC(=O)C2=C(C1)Nc1ccccc1NC2c1coc2c(Cl)cc(Cl)cc2c1=O (centres undefined)	7	.
COc1ccc(Br)cc1CN1CCN(C2CCCCC2)CC1	6	.
NC(=O)CNC(=O)c1ccc(C#CC2(O)CCCCC2)cc1	9	.
CCc1ccc(C(=O)N2CCN(c3ccc(F)cc3)CC2)s1	-4	111
O=S(=O)(Nc1ccc2c(c1)OCCO2)c1ccc2oc3ccccc3c2c1	-1	.
CC(=O)Nc1cccc(/C(C)=N/N=C2/NC(=O)C(CC(=O)Nc3ccc(C(=O)O)cc3)S2)c1 (centres undefined)	3	.
COC(=O)c1ccccc1NC(=O)c1cccc([N+](=O)[O-])c1C	2	.
O=C(c1cccc(Br)c1)N1CCN(c2ccc([N+](=O)[O-])cc2Cl)CC1	.	87
CC(C)[C@@H]1NC(=O)[C@H](CCCCN)NC(=O)[C@@H](Cc2c[nH]c3ccccc23)NC(=O)[C@H](Cc2ccc(O)cc2)NC(=O)[C@H](C)N(C)C(=O)[C@H](Cc2ccccc2)NC1=O	.	99
COc1ccc(S(=O)(=O)N2CCC(C(N)=O)CC2)c2ccccc12	3	106
O=C(NCCN1CCCCC1)c1c(O)c2ccccc2[nH]c1=O	4	111
CCOCCCn1c(SCC(=O)Nc2ccc(C(N)=O)cc2)nc2ccccc2c1=O	10	97
O=C(CSc1nc2ccccc2s1)Nc1ccc(/C=C/c2ccccc2)cc1	11	.
CCN(CC)c1ccc(C2C(C(=O)OCCOC)=C(C)NC3=C2C(=O)CCC3)cc1 (centres undefined)	11	82
O=C(CN1C(=O)C2C3C=CC(C3)C2C1=O)NCc1ccc2c(c1)OCO2 (centres undefined)	-2	111
N#CC1=C2C=Cc3ccccc3N2CCCC1=O	4	85
CN(C)c1ccc(/C=C/C(O)=C2/C(=O)N(C)C3(C)CC2c2ccccc2O3)cc1 (centres undefined)	1	58
CC1(C)CC(=O)C2=C(C1)NC(=O)CC2c1ccc(F)cc1 (centres undefined)	-3	97
CCc1ccccc1N(CC(=O)Nc1cccc(N(C)S(C)(=O)=O)c1)S(C)(=O)=O	4	81
COc1cc(OC)cc(-c2cc3nc4c(c(N5CCN(c6cnccn6)CC5)n3n2)CCCC4)c1	7	.
CCc1nnc(N2CCN(c3ncnc4c3oc3ccccc34)CC2)s1	8	77
COCC(=O)Nc1cccc(Br)c1	3	85
CC(C(=O)Nc1ccccc1-c1ccccc1)N1CCN(C(=O)c2ccco2)CC1 (centres undefined)	1	125
Cc1cc(O)c2c(c1)C(=O)c1cc(O)cc(O)c1C2=O	.	71
Cc1sc(NC(=O)C2C3C=CC(C3)C2C(=O)O)nc1-c1ccccc1 (centres undefined)	-4	.
COCCCNC(=O)c1c(N)n(/N=C/c2cccs2)c2nc3ccccc3nc12	7	280
O=[N+]([O-])c1cccc(S(=O)(=O)Nc2ccc(I)cc2)c1	3	.
CC(C)CCN1C(=O)c2ccc(C(=O)NCC3CCCO3)cc2C1=O (centres undefined)	7	96
O=C(Nc1ccccc1CO)c1ccc(F)cc1	5	.
Next section
SMILES	HePTP inh	BAP1 inh
COC(=O)C(O)(NC(=O)NC(C)=O)C(F)(F)F (centres undefined)	-11	101
COc1ccc(C)cc1NC(=O)c1nnn(Cc2cccc(F)c2)c1N	-3	115
CCC(Oc1ccccc1)C(=O)N1CCC(C(N)=O)CC1 (centres undefined)	2	135
CCCCNC(=O)C(=O)NCCN1CCOCC1	-14	.
Oc1oc(-c2ccccc2)nc1C=Nc1ccc(I)cc1	-2	.
Cc1ccc(/C=C(\C#N)c2nc(-c3cc4cc(Br)ccc4oc3=O)cs2)o1	3	.
O=C(Nc1nnc(-c2ccco2)s1)c1ccccc1I	-8	.
Cc1ccc(CSC2=Nc3ccccc3C3=NC(CC(=O)NCc4ccco4)C(=O)N23)cc1 (centres undefined)	2	.
N#CC(C(=O)Nc1ccc(Cl)cc1)=C1Nc2ccccc2N1	8	94
Cc1ccc(OCC(=O)N(C)CCc2ccccn2)cc1	1	67
c1ccn(-c2ncnc3sc4c(c23)CCCC4)c1	9	102
Cc1noc(C)c1C(=O)OCC(=O)c1c(N)n(CC(C)C)c(=O)n(C)c1=O	4	119
O=C(Nc1ccon1)c1ccc(S(=O)(=O)N2CCCCCC2)cc1	6	88
Cc1ccc(N2C(=O)c3ccccc3NC2c2cccc(O)c2)cc1 (centres undefined)	-10	.
Oc1ccc(-c2nnc(SCC3CCCCC3)o2)cc1	-7	60
O=C(O)c1ccc(NS(=O)(=O)c2ccc3c(c2)OCCO3)cc1	-2	78
Cc1ccc(SCc2cn3c(C)cc(C)nc3n2)cc1	.	71
Cc1ccc(-n2nnc3c(=O)n(CC(=O)OCc4ccccc4)cnc32)cc1	7	95
Fc1ccc(-c2csc(Nc3ccc(Cl)cc3)n2)cc1	-7	.
Cn1c(=O)c2c(nc(CN3CCN(Cc4ccccc4)CC3)n2Cc2ccc(F)cc2)n(C)c1=O	3	93
OC(CNCC(c1ccco1)N1CCCCC1)c1ccccc1 (centres undefined)	11	99
COC(=O)CN(c1ccc(Cl)cc1C)S(=O)(=O)c1ccc(C)cc1	-3	.
O=C(O)CCCCCN1C(=O)C(=O)/C(=C(\O)c2ccc(Br)cc2)C1c1ccc(F)cc1 (centres undefined)	-6	.
NC(=O)C1CCN(C(=O)COc2ccccc2)CC1	1	.
O=C(CN(Cc1ccccc1)S(=O)(=O)c1ccccc1)NCc1ccncc1	6	.
COc1ccc(CCNC(=S)Nc2ccc(OC)cc2)cc1	4	.
O=CN(Cc1ccccc1)/N=C/c1ccc(Cl)cc1	5	.
Cc1cc(C)c(C=C2C(=O)c3ccccc3C2=O)c(C)c1C	-3	.
O=C1c2ccccc2-c2nccnc21	5	102
CCOC(=O)C1=C(C)NC2=C(C(=O)CCC2)C1c1cc(OC)c(OC)cc1[N+](=O)[O-] (centres undefined)	.	105

Grouped by structure, those above with a Cl atom
SMILES	HePTP inh	BAP1 inh
O=C(Cn1c(=O)n(Cc2ccco2)c(=O)c2ccccc21)Nc1cccc(Cl)c1	8	66
O=C(CCn1nc(-c2ccc(Cl)cc2)ccc1=O)NCCCN1CCCCCC1	5	112
COC(=O)CN(c1cccc(Cl)c1)S(=O)(=O)c1ccccc1	7	.
CC1(C)CC(=O)C2=C(C1)Nc1ccccc1NC2c1coc2c(Cl)cc(Cl)cc2c1=O (centres undefined)	7	.
O=C(c1cccc(Br)c1)N1CCN(c2ccc([N+](=O)[O-])cc2Cl)CC1	.	87
N#CC(C(=O)Nc1ccc(Cl)cc1)=C1Nc2ccccc2N1	8	94
Fc1ccc(-c2csc(Nc3ccc(Cl)cc3)n2)cc1	-7	.
COC(=O)CN(c1ccc(Cl)cc1C)S(=O)(=O)c1ccc(C)cc1	-3	.
O=CN(Cc1ccccc1)/N=C/c1ccc(Cl)cc1	5	.

Next section
SMILES	HePTP inh	BAP1 inh
Cc1cc(C2CCC(c3ccc(NC(=O)c4cccs4)c(C)c3)CC2)ccc1NC(=O)c1cccs1 (centres undefined)	-8	.
COc1ccc(-c2cn3cccc(C)c3n2)cc1Br	-1	.
Cc1ccc(C)c(OCCN2CCCCC2)c1	-10	.
CCC1CCCCN1C(=O)Nc1cccc(NC(=O)N2CCCCC2CC)c1 (centres undefined)	12	95
Cc1csc(NC(=O)Nc2cccc(Cl)c2)n1	7	145
CCC(C)NC(=O)c1cc2nc(-c3cccs3)cc(C(F)(F)F)n2n1 (centres undefined)	.	127
Cc1ccc(C(=O)N2CCCc3ccccc32)cc1	4	.
CCO/C(=N\S(=O)(=O)c1ccc(Br)cc1)c1ccccc1	-10	.
Cc1ccc(N2C(=O)/C(=C3/C(=O)N(C)c4ccccc43)SC2=S)cc1C	-2	.
CCCCNC(=O)CS(=O)Cc1nc(-c2cccs2)oc1C (centres undefined)	0	90
CN1Cc2sc(N)c(C#N)c2CC1(C)C	-4	98
O=C(NC(=S)Nc1ccc(O)c(-c2nc3ccccc3o2)c1)c1ccco1	7	.
O=C(CN(CC1CCCO1)C(=O)CCC(=O)Nc1nccs1)NCc1ccc2c(c1)OCO2 (centres undefined)	8	121
COc1cc(/C=C2/SC(=S)NC2=O)ccc1OC(=O)c1cccc(Br)c1	7	.
CCN(CC(=O)NCc1cccs1)S(=O)(=O)c1cccc(C(C)=O)c1	-3	71

Single records (already shown). Screens in order: HePTP inh	BAP1 inh
Results for `O=C(NC(=S)Nc1ccc(O)c(-c2nc3ccccc3o2)c1)c1ccco1` → 7	.
Results for `CCN(CC(=O)NCc1cccs1)S(=O)(=O)c1cccc(C(C)=O)c1` → -3	71
Results for `Cc1csc(NC(=O)Nc2cccc(Cl)c2)n1` → 7	145
Results for `COc1cc(/C=C2/SC(=S)NC2=O)ccc1OC(=O)c1cccc(Br)c1` → 7	.

Next section:
SMILES	HePTP inh	BAP1 inh
COc1cc(C2C(C(C)=O)=C(O)C(=O)N2CCN(C)C)ccc1O (centres undefined)	9	.
O=C1C2(c3ccccc3)CN(CCCO)CC1(c1ccccc1)CN(CCCO)C2	5	96
O=C1N=c2ccccc2=C1c1sc(Nc2cccc(O)c2)nc1O	-9	.
CCn1c(SCc2c(F)cccc2Cl)nnc1-c1ccco1	-3	95
CCOc1ccc(C(=O)Nc2cccc(NC(=O)c3ccc(F)cc3)c2)cc1	-1	.
Cc1ccccc1OCCn1c(=O)oc2ccccc21	10	91
Cn1c(SCc2nc3ccccc3[nH]2)nnc1-c1ccccn1	-3	92
Cc1ccc(NC(=O)C2CC(=O)N=C(N)S2)cc1Cl (centres undefined)	-12	.
CN(Cc1ccccc1)Cc1nc2c(c(=O)n(C)c(=O)n2C)n1CCCc1ccccc1	.	99
Nn1cc(-c2ccccc2)nc1SCC(=O)N1CCN(S(=O)(=O)c2ccccc2)CC1	-2	114
COC(=O)C1=C(C)Nc2ccc(C)cc2S1	5	112
